TexasRed fluor = Total Fluorescence Counterscreen for Inhibitors of the Interaction of Thyroid Hormone Receptor and Steroid Receptor Coregulator 2; TRb/SRC2 Texas Red total fluorescence interference; Potency, µM (series often up to 106 µM), without a hit: top-dose fluorescence change, negative = quenching; actives 0.29% (n = 280,000); AID 1479, 2009; active = well fitted curve in either direction with a large enough effect; inconclusive = small, poorly fitted or top-dose-only effect; also: % is scaled to controls: 0 for no effect and ±100 for the full control effect
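Flags fluorescent or light-absorbing compounds by total fluorescence, S + 2P, at 555 nm excitation and 632 nm emission. Mixture: 20 nM Texas Red SRC2 peptide, 0.6 uM human TRb LBD, 1 uM T3, 5% DMSO; compound exposure 5 h at ambient temperature.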
ALDH1A1 inh = qHTS Assay for Inhibitors of Aldehyde Dehydrogenase 1 (ALDH1A1). Purified ALDH1A1, NADH fluorescence, propionaldehyde substrate. actives 7.3% (n = 220,000). AID 1030, 2008. Potency, µM (top dose mostly 75.3 µM), for the others: at the top dose activity, negative = inhibition, actives largely listed as inhibitors; active = well fitted inhibition curve with a large enough effect, not every such curve was filed as active; inconclusive = small, poorly fitted or top-dose-only effect, or another doubt; inactive = no such curve, though single readings can be large or run the other way;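 also: plate controls were no enzyme wells and a reference inhibitor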
SMN2 splice up = qHTS Assay for Enhancers of SMN2 Splice Variant Expression; HEK293 SMN2-luciferase splicing reporter, luminescence, 30-36 h; Potency, µM (highest dose often 46.1 µM), for inactives: at the highest dose activity change, positive = activation, actives largely listed as activators; actives 2.8% (n = 210,000); also: % of control where 0% means no effect; nearly all actives have a fitted effect of over 55% in size
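HEK293 cells carry an SMN2 minigene-luciferase reporter in which exon 7 inclusion puts luciferase in frame. Cells were seeded at 2000 cells/well, attached for 10-12 hours, then exposed to compounds for 30-36 hours at 37C before ONE-Glo luminescence.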
RECQ1 helicase = qHTS Assay for Inhibitors of RecQ-Like Dna Helicase 1 (RECQ1) | ATP-dependent DNA helicase Q1 (Homo sapiens), P46063 | RECQ1 DNA unwinding, red fluorescence kinetic read | actives 0.54% (n = 240,000) | Potency, µM (doses to about 57.3 µM), inactives show at the top dose activity, negative = inhibition, actives largely listed as inhibitors | AID 2549, 2010;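 also: plate controls were vehicle for no effect and no enzyme for full effect; nearly all actives have a fitted effect of over 30% in size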
Target sequence (P46063 whole entry, looked up): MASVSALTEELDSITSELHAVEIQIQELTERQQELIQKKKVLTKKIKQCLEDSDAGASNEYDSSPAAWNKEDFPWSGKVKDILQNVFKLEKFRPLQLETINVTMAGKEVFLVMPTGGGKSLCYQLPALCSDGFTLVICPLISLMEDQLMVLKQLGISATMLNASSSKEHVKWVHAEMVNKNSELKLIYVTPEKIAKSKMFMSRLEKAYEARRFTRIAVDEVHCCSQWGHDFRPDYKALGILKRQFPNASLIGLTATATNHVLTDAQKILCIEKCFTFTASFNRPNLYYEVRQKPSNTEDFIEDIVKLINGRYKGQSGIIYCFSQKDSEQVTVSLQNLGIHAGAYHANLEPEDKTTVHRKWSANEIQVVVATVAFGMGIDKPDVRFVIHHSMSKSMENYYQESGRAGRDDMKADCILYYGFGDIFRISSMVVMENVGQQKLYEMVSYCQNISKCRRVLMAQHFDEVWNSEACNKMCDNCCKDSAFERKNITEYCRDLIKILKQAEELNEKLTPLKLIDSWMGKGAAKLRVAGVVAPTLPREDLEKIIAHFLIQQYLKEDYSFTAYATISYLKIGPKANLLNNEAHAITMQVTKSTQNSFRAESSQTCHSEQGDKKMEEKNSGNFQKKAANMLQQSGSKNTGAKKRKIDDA
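50 nM RECQ1T1 preincubated 15 min with compound in Tris pH 8.0 buffer with MgCl2, DTT, Tween-20 and 2.5 ug/ml poly(dI-dC); started with 200 nM TAMRA/BHQ-2 forked duplex and 2 mM ATP. Unwinding read as fluorescence (525/598 nm), two reads 2 h apart.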
Lamin A splicing = qHTS Assay for Modulators of Lamin A Splicing. HeLa LMNA splicing GFP/RFP minigene ratio, 48 h. AID 1487, 2009. Potency, µM (top dose mostly 46.1 µM), for the others: at the highest dose ratio change, negative = inhibition, hits mostly inhibitors. actives 0.01% (n = 200,000); active = well fitted inhibition curve with a large enough effect in the signal ratio, with a control signal flat, not every such curve was filed as active; inconclusive = small, poorly fitted or top-dose-only effect, or effect the other way, or a change in a side signal; the % refers to the signal ratio; also: % is scaled to controls: 0 for no effect and ±100 for the full control effect
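S3 HeLa cells stably expressing lamin A-EGFP splicing minigene plus DsRed2, 600 cells/well, 48 h compound exposure at 37C. Laser-scanning cytometry; analysed as GFP (500-530 nm)/RFP (575-640 nm) total intensity ratio; 0.5% DMSO vehicle.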
TRb SRC2 PPI = qHTS for Inhibitors of the Interaction of Thyroid Hormone Receptor and Steroid Receptor Coregulator 2 | TRbeta-SRC2 peptide binding, fluorescence polarization; receptor liganded with 1 µM T3 | Potency, µM (titrated, usually from 106 µM), for the others: at the highest dose activity change, negative = inhibition, actives largely listed as inhibitors | actives 0.065% (n = 280,000) | AID 1469, 2008;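 also: plate controls were bound peptide for no effect and peptide without receptor for full effect; nearly all actives have a fitted effect of over 50% in size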
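TRb LBD 0.6 uM + Texas Red SRC2 peptide 20 nM, 1 uM T3, Tris buffer w/ 5% DMSO; compound pinned, 5 h RT; FP read ex 555/em 632; normalized to unbound and bound controls.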
GoLoco inh red = qHTS Assay for Inhibitors of RGS12 GoLoco Motif Activity (Red Fluorophore); Gai1:RGS12 GoLoco peptide FP, rhodamine, 10 min; Potency, µM (titrated, usually from 61.6 µM), for inactives: at the highest dose activity, negative = inhibition, most hits filed as inhibitors; actives 0.44% (n = 230,000); AID 880, 2007; active = well fitted inhibition curve with a large enough effect, not every such curve was filed as active; inactive = no such curve, though single readings can be large or run the other way; also: % is scaled to controls: 0 for no effect and ±100 for the full control effect; nearly all actives have a fitted effect of over 30% in size; many of its hits are not listed in these tables
Target sequence (P63096 whole entry, looked up): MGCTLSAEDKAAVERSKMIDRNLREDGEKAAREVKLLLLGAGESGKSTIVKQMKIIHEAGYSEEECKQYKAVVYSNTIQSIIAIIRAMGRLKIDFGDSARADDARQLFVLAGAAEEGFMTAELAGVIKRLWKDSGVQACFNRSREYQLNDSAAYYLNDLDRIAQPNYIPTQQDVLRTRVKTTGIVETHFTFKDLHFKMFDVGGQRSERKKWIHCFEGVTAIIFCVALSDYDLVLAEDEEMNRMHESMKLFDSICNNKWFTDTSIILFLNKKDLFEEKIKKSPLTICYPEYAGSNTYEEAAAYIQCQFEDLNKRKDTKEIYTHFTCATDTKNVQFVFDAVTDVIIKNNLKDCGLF
JMJD2E inh = qHTS Assay for Inhibitors of Human Jumonji Domain Containing 2E (JMJD2E). Lysine-specific demethylase 4E (Homo sapiens), B2RXH2. JMJD2E catalytic domain, FDH-coupled NADH fluorescence (FDH is formaldehyde dehydrogenase). Potency, µM (top dose mostly 57.1 µM), for inactives: top-dose activity change, negative = inhibition, most hits filed as inhibitors. actives 1.6% (n = 230,000); active = well fitted inhibition curve with a large enough effect, not every such curve was filed as active; inconclusive = small, poorly fitted or top-dose-only effect, or another doubt; inactive = no such curve, though single readings can be large or run the other way;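 also: 0% = wells with enzyme and -100% = buffer wells without enzyme; nearly all actives have a fitted effect of over 50% in size; many of its hits are not listed in these tables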
Active calls of the source: *; i = inactive; ? = inconclusive; · = not tested or not shown; [ ] = another dose, or the depositor's remark. Unless noted, calls follow the shape of the dose curve; as a rule, active = well fitted curve in the direction sought with a large enough effect; inconclusive = small, poorly fitted or top-dose-only effect, or another doubt; inactive = no such curve, though single readings can be large; an effect the other way counts as inactive or inconclusive. Potency is read from the fitted curve at half-maximal effect.

SMILES	TexasRed fluor	ALDH1A1 inh	SMN2 splice up	RECQ1 helicase	Lamin A splicing	TRb SRC2 PPI	GoLoco inh red	JMJD2E inh
CCOc1ccccc1Nc1nc(-c2sc(NC(=O)c3cccc(Cl)c3)nc2C)cs1	-3%	?	-22%	?	?	2%	2%	-8%
O=C(CN1CCCC1)Nc1cc(F)ccc1F	2%	0%	-1%	-2%	·	-1%	10%	-9%
Cc1ccc(S(=O)(=O)N2CCCC(C(=O)NCCC(C)C)C2)cc1 (stereo not given)	1%[53 µM]	10%	·	-2%	·	4%[53 µM]	5%	-12%
N#Cc1ccc(S(=O)(=O)N2CCCN(c3ccc(C(F)(F)F)cn3)CC2)cc1	1%	·	·	-20%	·	-4%	-3%	1%
Cc1nc(Nc2nc3ccccc3o2)nc(C)c1C	-3%	-5%	5.6µM*	0%	·	-8%	-70%	10%
Cc1ccc(N=C2NC(=O)/C(=C/C=C/c3ccco3)S2)cc1C	?	7.9µM*	17%	22µM*	-2%	24%	98%[activator]	?
Cc1ccc(S(=O)(=O)CCc2nnc(N)s2)cc1	-3%	0%	?	-2%	13%	-2%	-6%	6%
C[C@@]1(O)CCOC(=O)C1	-3%[53 µM]	1%[20.9 µM]	-12%[20.6 µM]	-1%[25.9 µM]	?	1%[53 µM]	8%[21.6 µM]	0%[25.5 µM]
CCOc1cc(CNC(CC)CO)ccc1OCC(=O)Nc1cccc(C(F)(F)F)c1 (stereo not given)	1%	0%	-18%	i	4%[46 µM]	6%	8%	2%
CC1CC(C)CN(S(=O)(=O)c2ccc(C(=O)N(c3ccccn3)C3CCCCC3)cc2)C1 (stereo not given)	0%	4%	-24%	1%	?	-1%	5%	-7%
COc1ccccc1CNC(=O)c1cc2c(=O)[nH]c3ccccc3c2n1C	1%	-5%	-11%	-1%	·	7%	-19%	-3%
CC1=NCC(C)c2c1[nH]c1ccccc21 (stereo not given)	3%	-20%	-7%	-8%	6%	-1%	25%	?
Cc1ccc(S(=O)(=O)c2c(N)n(/N=C/c3ccco3)c3nc4ccccc4nc23)cc1C	-2%	?	-34%[inhibitor]	-4%	22%	-5%	212%[activator]	?
O=S(Cc1ccc(Cl)cc1)c1ncc(CO)n1Cc1ccccc1 (stereo not given)	-2%	6%	1%	i	4%[46 µM]	3%	11%	1%
COc1ccc(S(=O)(=O)N2CCC(C(=O)N3CCCCC3)CC2)cc1Cl	2%	1%	-35%[inhibitor]	i	-21%	2%	7%	5%
CCC(C)NS(=O)(=O)c1ccc(OCC(=O)Nc2ccc3c(c2)OCO3)cc1 (stereo not given)	-1%	1.3µM*	0%	i	1%	-19%	-9%	0%
CC(NC(=O)c1cccc(Br)c1)c1ccccc1 (stereo not given)	2%	?	-14%	15%	·	2%	-16%	4%
C/C(CCS(=O)(=O)c1ccccc1)=N/O	-2%	-8%	11%	-1%	-10%[9.22 µM]	-7%	-2%	-5%
CCC(/C=C1\Sc2ccc(OC)cc2N1CCO)=C\c1sc2ccc(OC)cc2[n+]1CCO	50µM*[fluorescent]	?	-74%[inhibitor]	13µM*	?	?	-190%	2%
COc1cc(OC)cc(C(=O)NC2CCN(CC(=O)Nc3cccc4ccccc34)CC2)c1	-2%	3%	2%	8%	-5%	-6%	-5%	0%
c1ccc(-c2ncc(-c3ccn[nH]3)s2)cc1	-5%	?	2.8µM*	-5%	?	2%	17%	?
Cc1cccc(OCC(O)Cn2c(-n3nc(C)cc3C)nc3c2c(=O)[nH]c(=O)n3C)c1 (stereo not given)	2%	4%	0%	-7%	7%	-7%	10%	0%
NC(=S)NN=C1c2cc(S(=O)(=O)N3CCOCC3)ccc2-c2ccc(S(=O)(=O)N3CCOCC3)cc21	-10%	0%	-10%	-5%	-2%	-4%	0%	10%
COc1ccc(CNC(=O)C2CCC(CNc3c(N4CCCCC4)c(=O)c3=O)CC2)cc1 (stereo not given)	2%	·	·	-1%	·	2%	-1%	3%
CCN(CC)CCNC(=O)NC(=O)c1ccc(Cl)cc1	-3%	9%	-4%	10%	-3%	-3%	-1%	-1%

Going on with the list.
SMILES	TexasRed fluor	ALDH1A1 inh	SMN2 splice up	RECQ1 helicase	Lamin A splicing	TRb SRC2 PPI	GoLoco inh red	JMJD2E inh
Cc1ccc(N2CCN(S(=O)(=O)c3ccc(F)cc3)CC2)c(C)c1	-5%	3%	-54%[inhibitor]	-5%	?	-6%	-5%	-5%
O=C(Nc1cccnc1)c1c(O)c2cccc3c2n(c1=O)CC3	1%	1%	?	6%	0%	-12%	5%	-2%
O=C(CSc1cccc[n+]1[O-])Nc1c(Br)cc([N+](=O)[O-])cc1Br	-4%	-4%	-2%	-3%	4%[46 µM]	-2%	-5%	-11%
Cc1cc(C(=O)Nn2c(-c3ccncc3)nc3ccccc3c2=O)ccc1[N+](=O)[O-]	-1%	-1%	-29%	-3%	·	2%	5%	-2%
Cc1cc(C(=O)COc2ccccc2C(N)=O)c(C)n1C1CC1	-2%	?	-8%	-14%	-14%[46 µM]	-2%	26%	3%
O=C(Nc1cccc2nsnc12)c1ccc2c(c1)OCO2	-2%	7%	9%	-8%	5%	-2%	9%	3%
COc1ccc(CCN2C(=O)NC(NC(=O)CCc3ccccc3)(C(F)(F)F)C2=O)cc1OC (stereo not given)	-6%	-3%	-10%	-5%	?	-3%	7%	10%
c1cncc(-c2nccc(-n3ccnc3)n2)c1	-2%	17%	12%	-2%	?	-2%	-4%	0%
Cc1ccc(-n2nnc(-c3nccs3)n2)cc1	-3%	-8%	·	0.89µM*	·	-2%	9%	-1%
COc1ccc(NC(=O)CC2SC(=NCC3CCCO3)NC2=O)cc1 (stereo not given)	2%	3%	-10%	0%	-4%	1%	1%	2%
Cn1c[n+](C)cc1/C=N/O	-4%	15%	9%	-4%	13%	5%	4µM*	0%
COc1ccc(CCNC(=O)CCCNC(=O)Cn2cnc3sc(C)c(C)c3c2=O)cc1OC	-2%	8%	-1%	i	15%[46 µM]	-1%	6%	?
Cc1occc1C(=O)N/N=C/c1ccc(OCc2ccccc2)cc1	-2%	·	·	-11%	·	4%	-3%	-7%
O=C(Cc1ccccc1)NCCc1cccc(Cl)c1	-1%	?	?	-2%	-1%	9%	-2%	8%
Oc1c(N=Nc2ccccn2)ccc2ccccc12	-10%	0%	-67%[inhibitor]	i	?	-2%	124%[activator]	?
CCOC(=O)N1CCN(c2cc(=O)n(C)c(=O)n2C)CC1	-1%	·	·	-9%	·	0%	4%	3%
COC(=O)c1ccc(C(=O)OC)c(NC(=O)CN2CCN(c3ccc(OC)cc3)CC2)c1	1%	4%	-9%	15%	1%	3%	-12%	0%
O=C1c2cccc3cccc(c23)N1Cc1ccc(F)cc1	-1%	5%	-22%	3%	?	10%	-33%	4%
CC(C)CC(=O)Nc1ccc(S(=O)(=O)NCc2ccco2)cc1	-1%	5%	-20%	-6%	-13%	5%	5%	-2%
O=C(c1cc2c(=O)n3ccccc3nc2s1)N1CCOCC1	-1%	?	11µM*	-6%	0%	-2%	13%	?
Cc1ccc(NC(=O)CSc2nc3ccccc3c3nc(CCc4c(C)n[nH]c4C)nn23)cc1F	-5%	?	14%	-12%	1%	-5%	7%	0%
Cc1ccc(-n2c(SCc3nc4ccccc4c(=O)[nH]3)nnc2-c2ccccc2O)cc1	2%	-7%	-8%[1.84 µM]	-8%	-10%	7%	3%	-3%
O=C(CCCn1cc([N+](=O)[O-])cn1)NCc1ccccc1	1%	-3%	1%	0%	·	1%	7%	-5%
CCOC(=O)c1ccc(-n2c(CN3CCC(C(N)=O)CC3)nc3ccc([N+](=O)[O-])cc3c2=O)cc1	2%	8.9µM*	9%	-11%	-3%[46 µM]	-3%	-8%	-1%
CCn1c(COc2ccc(Cl)cc2)nnc1SCc1ccc(C#N)cc1	-1%	-7%	-34%[inhibitor]	i	-16%	0%	1%	6%
Oc1ccc(Nc2nc(-c3cccs3)cs2)cc1	3%	?	18%	-2%	-3%	-1%	11%	4%

In a second layout: results already given.
smiles,TexasRed fluor,ALDH1A1 inh,SMN2 splice up,RECQ1 helicase,Lamin A splicing,TRb SRC2 PPI,GoLoco inh red,JMJD2E inh
O=C(c1cc2c(=O)n3ccccc3nc2s1)N1CCOCC1,-1%,?,11µM*,-6%,0%,-2%,13%,?
Cc1ccc(NC(=O)CSc2nc3ccccc3c3nc(CCc4c(C)n[nH]c4C)nn23)cc1F,-5%,?,14%,-12%,1%,-5%,7%,0%

One compound at a time, from the list above. Screens in order: TexasRed fluor, ALDH1A1 inh, SMN2 splice up, RECQ1 helicase, Lamin A splicing, TRb SRC2 PPI, GoLoco inh red, JMJD2E inh
Record of O=C1c2cccc3cccc(c23)N1Cc1ccc(F)cc1 = -1%, 5%, -22%, 3%, ?, 10%, -33%, 4%
Record of CC(C)CC(=O)Nc1ccc(S(=O)(=O)NCc2ccco2)cc1 = -1%, 5%, -20%, -6%, -13%, 5%, 5%, -2%
Record of C[C@@]1(O)CCOC(=O)C1 = -3%[53 µM], 1%[20.9 µM], -12%[20.6 µM], -1%[25.9 µM], ?, 1%[53 µM], 8%[21.6 µM], 0%[25.5 µM]
Record of Cc1ccc(S(=O)(=O)N2CCCC(C(=O)NCCC(C)C)C2)cc1 (stereo not given) = 1%[53 µM], 10%, ·, -2%, ·, 4%[53 µM], 5%, -12%
Record of O=C(Nc1cccnc1)c1c(O)c2cccc3c2n(c1=O)CC3 = 1%, 1%, ?, 6%, 0%, -12%, 5%, -2%

High-throughput results as filed in PubChem BioAssay.

Not all compounds are listed; the hit share may differ from the screen's.
